PV pol inh – poliovirus RNA polymerase inhibition; poliovirus polymerase elongation, fluorescence polarization; active compounds read low; 150,000 tested, 0.66% active; P03300; % elongation, % (compound at 16.7 µg/mL); in the data active = % elongation below about 90%; note: some results filed as inactive read as strong as hits
Target sequence (P03300 1749-2209 limits assumed): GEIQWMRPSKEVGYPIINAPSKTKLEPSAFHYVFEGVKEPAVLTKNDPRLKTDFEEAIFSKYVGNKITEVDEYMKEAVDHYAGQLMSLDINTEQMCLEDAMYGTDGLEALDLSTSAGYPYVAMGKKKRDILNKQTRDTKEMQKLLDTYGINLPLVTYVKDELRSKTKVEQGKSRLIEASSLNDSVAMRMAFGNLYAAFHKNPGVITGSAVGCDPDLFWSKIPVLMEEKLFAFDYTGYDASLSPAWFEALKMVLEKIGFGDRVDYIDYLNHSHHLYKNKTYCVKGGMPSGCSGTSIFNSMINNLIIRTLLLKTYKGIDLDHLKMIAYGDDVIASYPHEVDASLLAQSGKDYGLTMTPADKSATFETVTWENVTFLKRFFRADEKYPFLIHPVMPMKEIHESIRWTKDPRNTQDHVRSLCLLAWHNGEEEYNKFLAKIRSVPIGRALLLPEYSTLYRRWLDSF
PV pol inh FP z-score – recorded beside PV pol inh, whose call it bears; z-score; measured here: FP z-score; hits read low
Starred values were filed as active, the others as inactive. An excerpt (hit frequency here may not be typical).

SMILES	PV pol inh	PV pol inh FP z-score
COc1ccc(CNC(=O)CCc2cn(C)c3ccccc23)cc1	102.0	-1
COc1cc(OC)c(NC(=O)c2nnn(Cc3ccc(C)cc3)c2N)cc1Cl	99.0	-1.9
CCOCN(C(=O)CSc1nc2ccccc2[nH]1)c1c(C)cccc1CC	110.0	-0.2
Nc1ccc(-n2cnnc2)cc1	101.0	-0.5
COC(=O)c1cc(COC(=O)/C=C/c2c(C)nn(-c3ccccc3)c2C)oc1C	105.0	-0.1
COC(=O)C(Cc1ccccc1)NC(=O)C12CC3CC(CC(C3)C1)C2 (configuration not stated)	103.0	0
COC(=O)c1sc(-c2ccccc2)cc1NC(=O)Nc1ccc(F)cc1	104.0	-0.3
CC1CCCC(NC(=O)NC(=O)COc2ccccc2C(N)=O)C1C (configuration not stated)	108.0	0.6
CCOC(=O)CSc1nc2sc3c(c2c(=O)n1Cc1ccccc1)CC(C(C)C)OC3 (configuration not stated)	105.0	0.2
COc1ccc(NC(=O)c2ccc(NC(=O)CN(C)C3CCN(C)CC3)cc2)cc1	94.0	-0.5

Next section, overlapping the part above by 2 compounds.
SMILES	PV pol inh	PV pol inh FP z-score
CCOC(=O)CSc1nc2sc3c(c2c(=O)n1Cc1ccccc1)CC(C(C)C)OC3 (configuration not stated)	105.0	0.2
COc1ccc(NC(=O)c2ccc(NC(=O)CN(C)C3CCN(C)CC3)cc2)cc1	94.0	-0.5
O=C(c1ccccc1)c1nccc2ccccc12	102.0	0.2
COc1cccc(CNC(=O)c2c(C)nn(-c3ccc(F)cc3)c2-n2cccc2)c1	108.0	0.1
CCCCn1c(=O)c(C(=O)N/N=C/c2cccnc2)c(O)c2ccccc21	98.0	-0.8
COc1ccc2nc3oc(C(=O)NCCC4=CCCCC4)cc3cc2c1	102.0	-0.1
CCOc1ccc(NC(=O)Cn2cc(C(=O)c3ccc(C)c(C)c3)c(=O)c3cc4c(cc32)OCCO4)cc1	101.0	-0.4
COc1ccc(C(C(=O)NC2CCCCC2)N(CCN2CCOCC2)C(=O)Cc2c[nH]c3ccccc23)cc1OC (configuration not stated)	103.0	0.3
Cc1nn2c(nc(N3CCCC3)c3ccccc32)c1C=C1C(=O)N(C)C(=O)N(C)C1=O	105.0	0.4
Cc1sc(N)nc1-c1cccs1	99.0	-1
CC(C)Cn1c(-c2cccc(Br)c2)nc2ccccc21	102.0	-0.9
COc1cn(CC(=O)Nc2cc(C)ccc2C)c(CN2CCCCC2)cc1=O	102.0	-1.2
CCc1ccc(CN(Cc2cn[nH]c2-c2ccc(OC)cc2)C(=O)NCc2ccc(C)cc2)cc1	102.0	0.2
O=C(CN1C(=O)CSc2ncccc21)N1CCN(c2ccccc2)CC1	107.0	2
Cc1ccc2c(c1)c1c(n2CC(O)CN2C(=O)CNC2=O)C(=O)CCC1 (configuration not stated)	102.0	0
O=C(O)C12CC3CCC(CC(C3)C1)C2	106.0	1.1
COc1ccccc1N1CCN(c2ncnc3c2cnn3-c2ccc(C)c(Cl)c2)CC1	101.0	0.2
CC(C)CN(CC(C)C)C(=O)CSc1nn2c(=O)c(C(C)(C)C)nnc2s1	107.0	0.9
Cc1ccc(-c2noc(CCCC(=O)NCc3ccco3)n2)cc1	104.0	-0.5
O=C(COC(=O)/C=C/c1ccc(F)cc1)Nc1ccc(Cl)cn1	99.0	-0.7
CC/C(Cc1ccccc1)=N\NC(=O)c1ccc(N)cc1	100.0	0
Cc1cc(C)c(NC(=O)c2cc(S(=O)(=O)N3CCCC3)cn2C)c(C)c1	106.0	0.2

The list goes on; the last 5 above are carried over.
SMILES	PV pol inh	PV pol inh FP z-score
CC(C)CN(CC(C)C)C(=O)CSc1nn2c(=O)c(C(C)(C)C)nnc2s1	107.0	0.9
Cc1ccc(-c2noc(CCCC(=O)NCc3ccco3)n2)cc1	104.0	-0.5
O=C(COC(=O)/C=C/c1ccc(F)cc1)Nc1ccc(Cl)cn1	99.0	-0.7
CC/C(Cc1ccccc1)=N\NC(=O)c1ccc(N)cc1	100.0	0
Cc1cc(C)c(NC(=O)c2cc(S(=O)(=O)N3CCCC3)cn2C)c(C)c1	106.0	0.2
CC1CN(C(=O)C2=NN(c3ccccc3)C(=O)CC2)CC(C)O1 (configuration not stated)	98.0	-0.9
CC(C)Sc1nnc(NC(=O)NC(C)(C)C)s1	104.0	0.7
CCCC(=O)Oc1ccc2ccc(=O)oc2c1	102.0	0
CCc1ccc2oc(-c3ccc(OC)cc3)cc(=NCC(=O)O)c2c1	102.0	0.2
CCOC(=O)c1c(NC(=O)COc2cccc(C)c2C)sc2c1CCC(CC)C2 (configuration not stated)	110.0	0.6
O=C(Cc1ccc(-n2cccc2)cc1)Nc1ccc(Cl)cc1	101.0	-0.1
CCn1nc(C)c(Br)c1C(=O)Sc1ccc(OC)cc1	97.0	-1
CCc1ccc(C2C(C#N)=C(C)NC3=C2C(=O)CC(C)(C)C3)cc1 (configuration not stated)	109.0	0.6
CCN(CC)C(=O)c1ccc2c(c1)C1C3CCC(C3)C1C(c1ccccc1)N2 (configuration not stated)	105.0	1.1
Cc1ccc(CC(=O)N2CCCc3ccccc32)cc1	101.0	0.1
Cc1cc(OCc2ccc(Br)cc2)nc(-c2ccccc2O)n1	104.0	0.3
COc1cc(NC(=O)COCc2cc(-c3ccc(F)cc3)on2)cc(OC)c1OC	113.0	1.8
Cc1cc(C)c2c(n1)sc1c(=O)n(C)cnc12	104.0	0.4
CCC(CC)C(=O)Nc1ccccc1Cl	102.0	0.5
O=C1CSC2=NC3=C(CCc4ccccc43)C(c3cccs3)N12 (configuration not stated)	105.0	0.1
COc1ccc(OC)c(NC(=O)CSc2nc(=O)n(CCN(C)C)c3c2CCC3)c1	109.0	0.6
CC(=O)N1CCc2cc(Br)cc(S(=O)(=O)N3CCN(c4cc(C)ccc4C)CC3)c21	104.0	0
CS(=O)(=O)NCC(c1ccco1)N1CCN(c2ccc(F)cc2)CC1 (configuration not stated)	112.0	1
Cc1cc(C)n(-c2nnc(Nc3ccc(C)c(Cl)c3)c3ccccc23)n1	106.0	-1.5
C#C[C@]1(O)CCC2C3CCC4=C(CCC(=O)C4)C3CC[C@@]21C (some centres not stated)	99.0	-0.4

Part of the list above, with values under each structure.
Every second line gives: PV pol inh	PV pol inh FP z-score
- CCC(CC)C(=O)Nc1ccccc1Cl
→ 102.0	0.5
- CC(=O)N1CCc2cc(Br)cc(S(=O)(=O)N3CCN(c4cc(C)ccc4C)CC3)c21
→ 104.0	0
- COc1ccc(OC)c(NC(=O)CSc2nc(=O)n(CCN(C)C)c3c2CCC3)c1
→ 109.0	0.6
- O=C1CSC2=NC3=C(CCc4ccccc43)C(c3cccs3)N12 (configuration not stated)
→ 105.0	0.1

New compounds follow
SMILES	PV pol inh	PV pol inh FP z-score
CCOc1ccc(CN(C)C(=O)[C@H](C)NC(=O)c2ccco2)cc1OC	107.0	0.7
Cc1cc(C)c2nc(C(F)(F)F)nc(N3CCN(c4ccccc4F)CC3)c2c1	99.0	-0.4
CC(C)NC(=O)c1ccc2c(c1)N(Cc1cccc(Cl)c1)C(=O)c1ccccc1S2=O (configuration not stated)	107.0	0.2
CCCCN1Cc2c(nc3cc(C(C)(C)C)[nH]n3c2=O)C1=O	103.0	-0.2
O=C(c1ccco1)N1CCN(Cc2cccc(Br)c2)CC1	99.0	-1.2
CCOc1ccc(CCNC(=O)c2cc3c(-c4ccc(OC)c(OC)c4)nn(C)c3s2)cc1OCC	99.0	-0.7
Nc1nc(N2CCCC2)ncc1S(=O)(=O)c1ccc(C(F)(F)F)cn1	111.0	1.6
CCCN(Cc1nnc(-c2ccccc2Cl)o1)C(=O)Cc1coc2cc(C)c(C)cc12	100.0	-0.2
CCN1C(=O)c2cccc3c(Cl)cc(Cl)c1c23	99.0	-1.3
Cc1occc1-c1nnc(SCc2nc3ccccc3s2)n1Cc1ccccc1	104.0	0.1
CCn1c(SCC(=O)N2CCC(C)CC2)nc2c(c1=O)SCC2	100.0	0
Cc1cc(C)n(-c2ccc(C(=O)OCc3nc4ccccc4c(=O)n3CC#N)cc2)n1	107.0	0.5
O=C(CCC(=O)N1CC2CCCN2c2ccccc21)NCc1ccccc1F (configuration not stated)	107.0	0.1
COC(=O)c1cc(C2CC2)nc2c1c(C)nn2-c1ccccc1	103.0	0.5
CCC(C)(C)NS(=O)(=O)c1ccc(Cl)cc1F	104.0	0.2
COc1ccc(N=C2SC(C(=O)Nc3ccccc3)CC(=O)N2C)cc1 (configuration not stated)	104.0	0.9
O=C(NCc1ccco1)C12CC3CC(CC(C3)C1)C2	103.0	0.3
Cc1c(Cl)cccc1NC(=O)CSc1ncc2c(n1)-c1ccccc1N(C)S2(=O)=O	109.0	0.2
Cc1cc(C)n(-c2nc3ccccc3nc2Nc2cc(C(=O)O)ccc2C)n1	108.0	0.6
Cn1ccc2c(OCC(=O)NCc3ccccc3)cccc2c1=O	107.0	0.2
COc1cc(CNCCc2ccccc2)cc(OC)c1	102.0	0.6
CCOC(=O)CSc1nc2ccccc2n1Cc1ccccc1	99.0	-0.6
Cc1nn(CCCC(=O)NCc2ccccc2)c(=O)c2c1sc1ccccc12	106.0	-0.2
COc1ccccc1N1CCN(S(=O)(=O)c2c(C)sc3ncn(CC(=O)Nc4ccccc4F)c(=O)c23)CC1	110.0	0.8
COc1ccc2c(c1)n([O-])c1c([n+]2=O)CCC1	100.0	-0.5
CC(C)(C)c1nccc(-c2nn(-c3ccc(F)cc3)ccc2=O)n1	106.0	0.6
CC1CCCCN1S(=O)(=O)c1ccc(CN2C(=O)c3cccnc3C2=O)s1 (configuration not stated)	102.0	0
COc1ccc(OCCn2c(C3CC(=O)N(c4ccc(F)cc4)C3)nc3ccccc32)cc1 (configuration not stated)	111.0	0.7
COC(=O)C(C)Sc1ncnc2c1c(-c1ccccc1)cn2-c1ccc(F)cc1 (configuration not stated)	110.0	0.8
CCc1nc2c([nH]1)c(=O)n(C)c(=O)n2C	99.0	0
Fc1ccc(Cn2ccnc2-c2ccc(C(F)(F)F)cc2)cc1	108.0	1
O=C1NC(=S)S/C1=C\c1c(NCCO)nc2ccccn2c1=O	118.0	3.3
CCc1ccc(C(=O)/C=C2\Sc3ccccc3NC2=O)cc1	104.0	0.9
O=C(NCc1nnc(SCC(=O)N2CCOCC2)o1)c1ccccc1	98.0	-0.9
O=C(NCc1ccccc1)C1CCN(C(=O)NCc2ccccc2)CC1	102.0	0
Cc1cccc2cc(CN(Cc3ccccc3)C(=O)c3ccco3)c(=O)[nH]c12	103.0	0.7
O=C(O)COc1ccccc1F	102.0	0.3
Cc1ccc(C(=O)Nc2nnc(S(=O)(=O)N3CCc4ccccc43)s2)cc1	112.0	0.9
Cc1cc(C(=O)CSc2n[nH]c(=O)n2C2CC2)c(C)n1-c1ccccc1	105.0	0.3
CC(C)C(=O)OCC(=O)NN1C(=O)NC(C)(c2ccccc2)C1=O (configuration not stated)	101.0	0
NC(=O)COC(=O)c1cc2ccccc2cc1O	103.0	0.7
Cc1cc2c(c(SCC(=O)N(C)c3ccccc3)n1)C(=O)OC2	103.0	0
O=C(c1cnn(-c2ccccc2)c1-n1cccc1)N1CCCCC1	100.0	-1.7
Cc1ccc(Cn2c(=O)c3cccnc3n(CC(=O)Nc3cc(Cl)ccc3C)c2=O)cc1	108.0	1.2
CNS(=O)(=O)c1cccc(C(=O)OCC(=O)Nc2ncc(Cl)cc2Cl)c1	101.0	0.1
COc1cc(C(c2nnnn2C2CCCCC2)N2CCc3ccccc3C2)ccc1O (configuration not stated)	102.0	0.2
CN1C(=O)/C(=C2\SC(=S)N(CC3CCCO3)C2=O)c2ccccc21 (configuration not stated)	104.0	0
CCOC(=O)/C=c1/nc2c([nH]c1=O)=NON2	98.0	-0.6
CCOc1ccc(C2c3c(oc4ccc(C)cc4c3=O)C(=O)N2c2nc(C)c(C)s2)cc1OC (configuration not stated)	101.0	-0.5
Fc1ccc(/C=C/c2cccc3ccccc23)cc1	113.0	1.2
Continued:
SMILES	PV pol inh	PV pol inh FP z-score
COC(=O)CC1C(=O)NCCN1C(=O)NS(=O)(=O)c1ccc(C)cc1 (configuration not stated)	100.0	-0.2
CC(=O)N=C1c2ccccc2CN1c1cc(Cl)cc(Cl)c1	99.0	-1.4
Cc1c(C(=O)N(C)C)sc2c1c(=O)n(-c1ccc(Cl)c(Cl)c1)c(=O)n2CC(=O)Nc1ccc(Br)cc1F	112.0	1.4
CCc1ccc(CNCCCSc2nnnn2-c2ccccc2)cc1	101.0	-0.2
Cc1ccc(Cn2c(CNC(=O)CCc3ccccc3)nc3cccnc32)cc1	119.0	2.5
CCC1SC2=NC(C)=C(C(=O)OC)C(c3ccccc3Br)N2C1=O (configuration not stated)	103.0	0.4
CCCCC1CCC2(C)C3=C(CCC3)CCN2C1 (configuration not stated)	102.0	0
c1ccc(-c2[nH]ncc2CNCc2ccco2)cc1	103.0	0.2
CC1CCc2nn(CC(=O)N3CCCC3)cc2C1 (configuration not stated)	103.0	0.1
O=C1c2[nH]nc(-c3ccccc3O)c2C(c2ccccc2)N1CC1CCCO1 (configuration not stated)	101.0	0
CCN(CC)C(=O)c1ccccc1NC(=O)c1cccc(S(=O)(=O)N2CCC(C)CC2)c1	106.0	0.3
COc1ccc(NC(=S)NCCCN2CCN(C3CCCCC3)CC2)cc1	102.0	0.2
c1coc(-c2cn3ccc4ccccc4c3n2)c1	104.0	0.4
CC(C)N(CCC#N)S(=O)(=O)c1ccccc1	100.0	0.1
Cc1cn2c(=O)cc(COc3ccc(C(C)(C)C)cc3)nc2s1	107.0	-0.1
O=C(Cc1ccccc1)N/N=C/C=C/c1ccco1	95.0	-1.1
CCc1ccc(NC(=O)CCCc2nnc3n(CCCOC)c(=O)c4sccc4n23)cc1	118.0	0.3
Cc1cc(OC(=O)CNC(=O)OCc2ccccc2)cc2oc(=O)c3ccccc3c12	96.0	-0.7
N#Cc1ccc(OCC(=O)N(C2CCCCC2)C2CCS(=O)(=O)C2)cc1 (configuration not stated)	107.0	0.5
CC1(C)CC(N2COc3ccc4c5c(oc4c3C2)C(=O)c2ccccc2C5=O)CC(C)(C)N1	96.0	-1.3

Screens as filed in PubChem BioAssay.
